# HEK293 tox: cytotoxicity in counter-screen for GLP-1R inverse agonists; HEK293 cAMP-luciferase reporter cells, luminescence, 24 h; Potency, µM (highest dose often 38.3 µM), for the others: top-dose activity change, negative = inhibition, hits mostly inhibitors; 0.13% of 410,000 active; AID 624418;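 also: loss of luciferase light is scored as toxicity; % is scaled to controls: 0 for no effect and ±100 for the full control effect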
#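 To flag toxic compounds, the library was rerun on cells for 24 hr at 37 deg C and 5% CO2. Viability-linked luminescence was captured 12 min after adding luciferase detection reagent.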
# PTHR1 ag: activates the human parathyroid hormone receptor PTHR1; 0.075% of 410,000 active; Q03431; Potency, µM (doses to about 115 µM), for inactives: at the top dose activation, actives largely listed as activators; AID 743266; HEK293 GP2 PTHR1 cells, GloSensor cAMP luminescence, 1 h; also: nearly all actives have a fitted effect of over 55% in size; some results filed as inactive show a strong effect at the top dose; inactives centre near -15; many of its hits are not listed in these tables
# Target sequence (Q03431 whole entry, looked up): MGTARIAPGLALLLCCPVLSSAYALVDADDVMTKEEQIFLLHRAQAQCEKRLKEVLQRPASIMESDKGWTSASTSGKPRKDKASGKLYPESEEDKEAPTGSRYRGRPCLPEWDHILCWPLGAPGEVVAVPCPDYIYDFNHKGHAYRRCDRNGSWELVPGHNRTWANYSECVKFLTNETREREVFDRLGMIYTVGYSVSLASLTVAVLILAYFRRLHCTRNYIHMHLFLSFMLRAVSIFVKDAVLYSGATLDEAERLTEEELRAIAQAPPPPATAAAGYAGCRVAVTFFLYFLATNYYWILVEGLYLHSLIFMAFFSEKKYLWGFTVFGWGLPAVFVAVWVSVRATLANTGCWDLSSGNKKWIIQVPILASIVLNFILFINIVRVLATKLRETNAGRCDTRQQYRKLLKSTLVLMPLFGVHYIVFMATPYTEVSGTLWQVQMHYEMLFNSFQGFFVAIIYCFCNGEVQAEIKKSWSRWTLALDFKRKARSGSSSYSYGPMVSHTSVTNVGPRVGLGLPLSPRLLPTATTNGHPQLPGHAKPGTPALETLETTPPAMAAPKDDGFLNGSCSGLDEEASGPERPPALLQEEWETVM
#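 HEK-293-derived GP2 cells expressing PTHR1 and a GloSensor cAMP reporter, 3,000/well, plated overnight, given luciferin plus IBMX (each 0.5 mM as added) for 1 h at 37 °C, then compound for 1 h at 37 °C. Luminescence was read after 15 min at room temperature.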
# GLP1R inv ag: acts as inverse agonist at human GLP-1 receptor | P43220 | HEK293 GLP-1R CRE-luciferase, luminescence, 24 h; GLP-1R form is constitutively active | Potency, µM (top dose mostly 38.3 µM), for inactives: top-dose activity change, negative = inhibition, hits mostly inhibitors | 1.6% of 410,000 active | AID 624417; also: % is scaled to controls: 0 for no effect and ±100 for the full control effect; nearly all actives have a fitted effect of over 55% in size
#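 Inverse agonists were sought by their lowering of basal cAMP reporter luciferase output in HEK293 cells stably carrying constitutively active human GLP-1R, after 24 h compound treatment.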
# * = called active by the depositor; i = inactive; ? = inconclusive; [ ] = remark or other dose. Calls follow the shape of the dose curve; as a rule, active = well fitted curve in the direction sought with a large enough effect; inconclusive = small, poorly fitted or top-dose-only effect, or another doubt; inactive = no such curve, though single readings can be large; an effect the other way counts as inactive or inconclusive. Potency is read from the fitted curve at half-maximal effect. The list is partial (hit frequency here may not be typical).
SMILES,HEK293 tox,PTHR1 ag,GLP1R inv ag
O=c1c(NCc2cccs2)nccn1-c1ccc(F)cc1,2%,i,17%
CCOc1ccc(C(=O)Cn2c(=O)n3nc(CCn4nc(C)cc4C)nc3c3cc(OC)c(OC)cc32)cc1,-14%,5%,?
Cc1ccc(CN2C(=O)CC(c3ccc(Cl)cc3)c3c(C)nn(-c4nc(C)cc(C)n4)c32)cc1 (centres undefined),-1%,-14%,?
COc1ccc(CN2CCc3c(c(=O)n4ncc(C(=O)N5CCN(c6ccccc6F)CC5)c4n3C)C2)cc1,0%,-37%[inhibitor],-8%
COCCCNc1nc2c(c(=O)n(C)c(=O)n2C)n1Cc1ccccc1,4%,-62%[inhibitor],-5%
O=C(NCCc1ccccc1)C(=O)NCC(c1ccco1)S(=O)(=O)c1ccccc1 (centres undefined),-8%,-8%,-9%
Cc1ccccc1CNC(=O)C1CCN(c2nnc(-n3c(C)ccc3C)s2)CC1,1%,-54%[inhibitor],0%
CCc1ccc(NC(=O)C(=O)NCC(c2cccnc2)N2CCN(C)CC2)cc1 (centres undefined),6%,-20%,-7%
CCc1cc(=O)[nH]c(SCc2nc(-c3ccccc3C)no2)n1,-9%,-38%[inhibitor],7%
COC(=O)c1c(NC(=O)Cc2coc3cc(C)ccc23)sc2c1CCC2,20%,?,16%
CC(=O)c1cccc(NC(=O)c2nc(-c3ccccc3)n(-c3cccc(Cl)c3)n2)c1,-1%,-11%,?
CCCOc1ccc(C2=NC(c3ccncc3)=Nc3ccc(C)cc3N2)cc1,11%,-16%,-30%
CCOc1ccccc1NC(=O)c1cn(C2CCCCC2)c(=O)c2c1c1ccccc1n2C,7%,?,0%
COc1ccc(-c2nc3scc(CCNS(=O)(=O)c4cc(F)ccc4OC)n3n2)cc1OC,-19%,-2%,5%
CCOc1ccccc1CN1CCc2nc(Nc3ccccc3)ncc2C1,0%,-79%[inhibitor],?
CCOc1ccc(S(=O)(=O)c2cn(Cc3cc(C)ccc3C)c3ccc(OCC)cc3c2=O)cc1,15%,-24%,-8%
COc1ccccc1CNC(=O)CCC1N=C2c3ccccc3N=C(SCc3ccc(Cl)cc3)N2C1=O (centres undefined),3%,-48%[inhibitor],2%
O=C(COc1ccccc1F)Nc1ccc(C(=O)OCc2cc(=O)n3nc(C4CC4)sc3n2)cc1,13%,-15%,5%
CCCOc1ccc(C(=O)Nc2ccc3nn(-c4ccc(OC)c(Cl)c4)nc3c2)cc1,22%,-22%,12%
Cc1cc(C)c2c(CC(=O)Nc3cc(C(F)(F)F)ccc3Cl)coc2c1,-2%,i,13%
CCc1ccc(NC(=O)Cn2c(=O)n(Cc3ccccc3)c(=O)c3oc4ccccc4c32)cc1,2%,-13%,11%
COc1ccccc1CNC(=O)CCc1c(C)c2cc3c(C)c(C)oc3cc2oc1=O,7%,12%,7%
CCOc1ccc(C2CC(=O)c3c([nH]c(C(=O)OC4CCCCCC4)c3C)C2)cc1 (centres undefined),20%,i,-14%
O=C(CCC1N=C2c3ccccc3N=C(SCc3ccc(F)cc3)N2C1=O)NCc1ccc(F)cc1 (centres undefined),1%,-15%,0%
O=C(CSc1nc(=O)[nH]c2c1CCCC2)Nc1cc(C(F)(F)F)ccc1Cl,3%,-40%[inhibitor],5%
SMILES,HEK293 tox,PTHR1 ag,GLP1R inv ag
CCOCCCNC(=O)c1ccc2c(=O)n(CCc3ccc(OC)c(OC)c3)c(=O)[nH]c2c1,7%,i,9%
O=C(Cn1cc(SCc2c(F)cccc2Cl)c2ccccc21)N1CCCC1,1%,-48%[inhibitor],?
COc1ccc(NC(=O)CN(C)S(=O)(=O)c2ccc3[nH]c4c(c3c2)CCCC4)cc1Cl,3%,-29%,?
CCc1cccc(NC(=O)C2CCN(S(=O)(=O)c3cccc(-c4noc(C)n4)c3)CC2)c1,11%,-66%[inhibitor],?
CCOc1ccccc1N(CC)C(=O)c1cc2ccc3cccnc3c2[nH]1,-9%,-12%,?
Cc1c(CC(=O)NCc2ccccc2)c(=O)oc2c(C)c(O)ccc12,37%[activator],i,?
O=C(Nc1cc(Cl)cc(Cl)c1)c1cc(S(=O)(=O)NC2CCCC2)ccc1F,?,-10%,?
Cc1ccc2nc(-c3c[nH]c4ccccc34)c(Nc3ccccc3C)n2c1,-2%,-22%,7%
CC(=O)c1ccc(N2CCN(C(=O)C3CCN(S(=O)(=O)c4cn(C)cn4)CC3)CC2)cc1,-9%,-2%,3%
CC(=O)c1ccc(NC(=O)COc2ccccc2-c2nc(C)no2)cc1,2%,i,9%
CC(=O)Nc1cccc(NC(=O)Cn2cnc3c2c(=O)n(C)c(=O)n3C)c1,0%,-13%,9%
COc1ccc(Cl)cc1Nc1ncnc2c1nc1n2CCCC1,-10%,-15%,-19%
Cc1ccccc1-c1nnc(CN2CCN(c3ccccn3)CC2)o1,0%,-6%,-16%
Cc1ccc(NC(=O)Nc2csc3c2CCCC3)c(C)c1,3%,i,-7%
Cn1nc(-c2ccccc2F)c2cc(C(=O)N3CCN(c4ccccc4F)CC3)sc21,-1%,-36%[inhibitor],?
COc1ccc(-c2nn3c(=O)cc(CN4CCN(C(=O)Nc5ccc(C)c(Cl)c5)CC4)nc3s2)cc1,9%,-26%,10%
COc1ccccc1CNC(=O)c1cnn(-c2ccc(F)cc2F)c1C1CCN(C(=O)OC(C)(C)C)CC1,0%,i,?
Cc1ccc(-n2ncc(C(=O)Nc3ccc4c(c3)OCCO4)c2C2CCN(C(=O)OC(C)(C)C)CC2)cc1,19%,-37%[inhibitor],-20%
CCOC(=O)C1CCN(S(=O)(=O)c2cc(-c3onc(C)c3C)ccc2C)CC1,-2%,-37%[inhibitor],?
O=C(NCc1ccc(Cl)cc1)c1cnc(N2CCOCC2)c2ccccc12,-2%,-15%,-14%
COc1ccc(CCNC(=O)Cc2c(C)c3cc4c(C)coc4cc3oc2=O)cc1OC,-3%,-8%,3%
CC1=C(C(=O)NCCc2ccc(Cl)cc2)C2(CCCCC2)OC1=O,-8%,i,-27%
CCn1cc2nc(SCC(=O)Nc3ccc(C)cc3C)n(Cc3ccc(C)cc3)c(=O)c2n1,-19%,-43%[inhibitor],-10%
O=C1C(c2ccc(F)cc2)N(Cc2ccccc2Cl)C(=O)CN1C1CCCCC1 (centres undefined),0%,-6%,?
Cc1ccc(C(c2sc3nc(-c4ccco4)nn3c2O)N2CCC3(CC2)OCCO3)cc1 (centres undefined),8%,i,-3%

# Structural class: the compounds so far with an aryl methoxy group (12)
SMILES,HEK293 tox,PTHR1 ag,GLP1R inv ag
CCOc1ccc(C(=O)Cn2c(=O)n3nc(CCn4nc(C)cc4C)nc3c3cc(OC)c(OC)cc32)cc1,-14%,5%,?
COc1ccc(CN2CCc3c(c(=O)n4ncc(C(=O)N5CCN(c6ccccc6F)CC5)c4n3C)C2)cc1,0%,-37%[inhibitor],-8%
COc1ccc(-c2nc3scc(CCNS(=O)(=O)c4cc(F)ccc4OC)n3n2)cc1OC,-19%,-2%,5%
COc1ccccc1CNC(=O)CCC1N=C2c3ccccc3N=C(SCc3ccc(Cl)cc3)N2C1=O (centres undefined),3%,-48%[inhibitor],2%
CCCOc1ccc(C(=O)Nc2ccc3nn(-c4ccc(OC)c(Cl)c4)nc3c2)cc1,22%,-22%,12%
COc1ccccc1CNC(=O)CCc1c(C)c2cc3c(C)c(C)oc3cc2oc1=O,7%,12%,7%
CCOCCCNC(=O)c1ccc2c(=O)n(CCc3ccc(OC)c(OC)c3)c(=O)[nH]c2c1,7%,i,9%
COc1ccc(NC(=O)CN(C)S(=O)(=O)c2ccc3[nH]c4c(c3c2)CCCC4)cc1Cl,3%,-29%,?
COc1ccc(Cl)cc1Nc1ncnc2c1nc1n2CCCC1,-10%,-15%,-19%
COc1ccc(-c2nn3c(=O)cc(CN4CCN(C(=O)Nc5ccc(C)c(Cl)c5)CC4)nc3s2)cc1,9%,-26%,10%
COc1ccccc1CNC(=O)c1cnn(-c2ccc(F)cc2F)c1C1CCN(C(=O)OC(C)(C)C)CC1,0%,i,?
COc1ccc(CCNC(=O)Cc2c(C)c3cc4c(C)coc4cc3oc2=O)cc1OC,-3%,-8%,3%

# Profiles as entered above.
# Listed for COc1ccccc1CNC(=O)c1cnn(-c2ccc(F)cc2F)c1C1CCN(C(=O)OC(C)(C)C)CC1 : HEK293 tox: 0%; PTHR1 ag: i; GLP1R inv ag: ?
# Listed for COC(=O)c1c(NC(=O)Cc2coc3cc(C)ccc23)sc2c1CCC2 : HEK293 tox: 20%; PTHR1 ag: ?; GLP1R inv ag: 16%

# Next section.
SMILES,HEK293 tox,PTHR1 ag,GLP1R inv ag
Cc1ccc(C)c(Cn2c(=O)c3c(nc4n3CCN4c3ccc(F)cc3)n(C)c2=O)c1,19%,?,-12%
COc1ccc(OC)c(Nc2nc3ccccc3n3c(C)nnc23)c1,-8%,i,11%
COc1ccc(NC(=O)Cn2cc(S(=O)(=O)Cc3ccc(F)cc3)c3ccccc32)cc1OC,-9%,i,-3%
CCCC12CN3CC(CCC)(CN(C1)C3c1ccc(OCc3ccccc3)cc1)C2=O (centres undefined),0%,?,11%
COc1ccccc1C(=O)Nc1ccc2oc(-c3cccc4c(Br)cccc34)nc2c1,1%,i,8%
CCOc1ccc(-n2nc(CO)c(C(=O)NCC(c3ccccc3)c3ccccc3)n2)cc1,1%,i,11%
COc1ccccc1-c1nnc(C2CCN(C(=O)c3ccc(C)cc3)CC2)o1,-8%,-17%,-5%
COc1cc2ccccc2cc1C(=O)Nc1cc(-c2nc3ccccc3o2)ccc1C,-11%,i,16%
Cc1cccc(C)c1OCCn1c(CCNC(=O)C2CCCCC2)nc2ccccc21,-13%,-38%[inhibitor],?
COc1ccc(Cl)cc1NC(=O)c1c(NCc2sccc2C)sc2c1CCCC2,-24%,-6%,16%
Cc1cc(F)ccc1NCc1ccccc1-c1nnc(-c2ccccc2Cl)o1,0%,i,?
Cc1ccc2occ(CC(=O)N(Cc3ccc(C(C)C)cc3)C3CCS(=O)(=O)C3)c2c1 (centres undefined),-14%,i,?
Cc1ccc(CNC(=O)c2cc(Sc3ccc(F)cc3F)nc3ccccc23)cc1,4%,i,-2%
O=C(Nc1nc(-c2ccccc2)ns1)c1ccc(Cl)cc1,-9%,-46%[inhibitor],18%
Cc1cccc(-c2nc(SCc3cc(=O)c4cccc(F)c4[nH]3)n[nH]2)c1,-10%,-7%,51%[activator]
COc1ccc(-c2ccc(NS(=O)(=O)c3ccc(C(C)=O)cc3)cc2)nn1,-1%,-3%,-1%
COc1cccc(N2CCN(C(=O)C(CCSC)NS(=O)(=O)c3ccc4c(c3)oc(=O)n4C)CC2)c1 (centres undefined),1%,-24%,5%
Cc1ccc(C)c(NC(=O)Cn2nnc(C(=O)NCCc3ccccc3)c2N)c1,16%,-21%,1%
Cc1cc(C(=O)N2CCN(c3cccc(C)c3C)CC2)c2c(C)nn(-c3ccccc3)c2n1,-2%,-56%[inhibitor],13%
Cc1ccc(-c2nc3ncccc3o2)cc1NC(=O)COc1ccc(C(C)C)cc1,1%,-96%[inhibitor],-19%
Cc1ccc(-n2nc(CO)c(C(=O)NCc3cccnc3)n2)cc1,-15%,i,-10%
Cc1ccc(Cl)cc1NC(=O)Cc1ccc(-n2c(C)nc3cccnc32)cc1,-12%,-41%,1%
CC(C)Oc1ccc(CNC(=O)C2CCN(C(=O)N3CCOc4ccc(Cl)cc43)CC2)cc1,-26%,-38%[inhibitor],?
